Bioassay records: PubChem BioAssay, National Center for Advancing Translational Sciences (NCATS)
BAZ2B block: inhibitors of human BAZ2B bromodomain | Q9UIF8 | AlphaScreen BAZ2B-H3K14Ac peptide displacement | Potency, µM (titrated, usually from 114 µM), without a hit: at the top dose activity change, negative = inhibition, actives largely listed as inhibitors | hit rate 4.4% among 360,000; further: potency means the concentration at half of the fitted maximal effect; on the % scale 0 is the no-effect control and ±100 the full control effect; nearly all actives have a fitted effect of over 60% in size
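BAZ2B (50 nM) with biotin-H3(5-23)K14Ac peptide (50 nM) in PBS pH 7.4, 0.01% Tween-20, preformed 30 min, then compound 30 min at room temperature; top concentration 110uM. AlphaScreen streptavidin donor/nickel chelate acceptor beads (10 ug/mL final), 20 min dark, signal read.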
PI4K2A block: PI4K2A (human) kinase inhibition; purified PI4K2A, ADP-Glo luminescence, 1 h; stronger effect = lower value; Q9BTU6; activity change, negative = inhibition, % at 76.9 µM; hit rate 0.13% among 420,000; in the data active means activity change below about -50%; inconclusive means mostly about -30% to -49%;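 further: -100% = wells without enzyme as full effect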
Target sequence (Q9BTU6 whole entry, looked up): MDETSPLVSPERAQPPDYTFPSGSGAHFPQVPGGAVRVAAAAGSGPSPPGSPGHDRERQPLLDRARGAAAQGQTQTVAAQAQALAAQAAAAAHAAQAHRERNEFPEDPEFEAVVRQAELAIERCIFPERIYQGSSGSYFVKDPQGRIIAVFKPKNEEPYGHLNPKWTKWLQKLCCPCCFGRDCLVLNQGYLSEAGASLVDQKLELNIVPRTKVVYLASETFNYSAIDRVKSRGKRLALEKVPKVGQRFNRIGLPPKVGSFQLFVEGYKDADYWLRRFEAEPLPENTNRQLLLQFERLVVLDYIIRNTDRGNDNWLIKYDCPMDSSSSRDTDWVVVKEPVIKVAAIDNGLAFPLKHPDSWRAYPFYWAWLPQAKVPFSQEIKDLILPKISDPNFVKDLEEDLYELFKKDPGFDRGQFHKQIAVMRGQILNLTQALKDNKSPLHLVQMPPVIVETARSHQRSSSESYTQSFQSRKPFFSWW
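ADP-Glo luminescence measured ADP generated by PI4K2A enzyme (4 ug/mL before mixing) with 1.2 mM PI substrate (pre-mix) and 300 microM ATP (pre-mix). Tris pH7.5 buffer with MgCl2, Triton X-100; 1 h reaction at ambient temperature.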
G9a block: inhibitors of human histone lysine methyltransferase G9a; Q96KQ7; G9a H3K9 monomethylation, AlphaScreen, 2 h; Potency, µM (highest dose often 102 µM), inactives show top-dose activity, negative = inhibition, hits mostly inhibitors; hit rate 8.8% among 350,000; AID 504332; further: potency means the concentration at half of the fitted maximal effect; on the % scale 0 is the no-effect control and ±100 the full control effect; nearly all actives have a fitted effect of over 75% in size
Target sequence (Q96KQ7 913-1193 limits assumed): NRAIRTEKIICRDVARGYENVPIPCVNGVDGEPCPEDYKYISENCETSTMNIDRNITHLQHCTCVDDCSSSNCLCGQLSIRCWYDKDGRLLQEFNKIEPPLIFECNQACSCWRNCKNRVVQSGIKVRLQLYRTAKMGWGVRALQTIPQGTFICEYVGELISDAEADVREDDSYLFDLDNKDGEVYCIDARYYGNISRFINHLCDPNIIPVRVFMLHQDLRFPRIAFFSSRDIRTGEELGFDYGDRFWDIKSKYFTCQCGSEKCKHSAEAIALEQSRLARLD
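AlphaScreen detection with an anti-monomethyl H3K9 antibody quantified product after a 2 h room-temperature reaction containing 500 nM biotinylated H3K9 peptide, 20 µM SAM and 20 nM enzyme, which had been preincubated 15 min with compound.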
HP1b binding inh: inhibitors of HP1-beta chromodomain binding to methylated histone tails. AlphaScreen HP1-beta / biotin-H3K9me3 peptide binding. hit rate 0.56% among 390,000. Potency, µM (highest dose often 114 µM), for the others: top-dose activity change, negative = inhibition, actives largely listed as inhibitors. P83916; further: potency means the concentration at half of the fitted maximal effect; nearly all actives have a fitted effect of over 70% in size; inactives centre near 23
Target sequence (P83916 whole entry, looked up): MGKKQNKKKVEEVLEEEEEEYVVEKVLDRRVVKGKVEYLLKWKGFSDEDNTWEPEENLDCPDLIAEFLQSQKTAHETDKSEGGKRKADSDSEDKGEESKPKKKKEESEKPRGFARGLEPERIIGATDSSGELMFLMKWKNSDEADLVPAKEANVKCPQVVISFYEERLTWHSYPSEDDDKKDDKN
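Compound inhibition of the preformed complex between 50 nM HP1-beta and 50 nM biotinylated H3K9me3 peptide was read by AlphaScreen. Buffer was PBS pH 7.4 with 0.01% Tween-20. Incubations ran 30 min at room temperature, with 10 ug/mL donor/acceptor beads.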
Pin1 inh: inhibitors of human Pin1; Pin1 FP peptide displacement, HiFluor488, 10 min; hit rate 0.009% among 390,000; Potency, µM (highest dose often 115 µM), for the others: top-dose activity, negative = inhibition, usual class: inhibitors; Q13526; AID 504891; active means well fitted inhibition curve with a large enough effect in the polarisation, with a control signal flat, not every such curve was filed as active; inconclusive means small, poorly fitted or top-dose-only effect, or effect the other way, or a change in a side signal; inactive means no such curve, though single readings can be large or run the other way; the % refers to the polarisation; further: potency means the concentration at half of the fitted maximal effect; on the % scale 0 is the no-effect control and ±100 the full control effect
JMJD2A Tudor inh: inhibitors of human JMJD2A Tudor domain; hit rate 4.4% among 390,000; Potency, µM (titrated, usually from 114 µM), without a hit: at the highest dose activity change, negative = inhibition, hits mostly inhibitors; AlphaScreen JMJD2A-Tudor / H3K4me3 peptide binding; AID 504339; O75164; further: potency means the concentration at half of the fitted maximal effect; on the % scale 0 is the no-effect control and ±100 the full control effect; nearly all actives have a fitted effect of over 50% in size
Pol eta inh: DNA polymerase eta (human) inhibition | Q9Y253 | recombinant Pol eta, fluorescent DNA replication assay | Potency, µM (doses to about 114 µM), for inactives: at the highest dose activity change, negative = inhibition, most hits filed as inhibitors | hit rate 1.2% among 390,000 | AID 588591; further: potency means the concentration at half of the fitted maximal effect; on the % scale 0 is the no-effect control and ±100 the full control effect
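Pol eta at 10 nM preincubated with compounds 15 min at room temperature; reaction started with fluorescent substrate (50 nM final) and read kinetically at 0 and 10 min.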
PGK inhibitor: T. brucei PGK inhibition. P07378. PGK/GAPDH coupled, Kinase-Glo luminescence, 60 min. Potency, µM (titrated, usually from 57.5 µM), for the others: top-dose activity change, negative = inhibition, most hits filed as inhibitors. hit rate 0.043% among 380,000. AID 602233; further: potency means the concentration at half of the fitted maximal effect; on the % scale 0 is the no-effect control and ±100 the full control effect; nearly all actives have a fitted effect of over 60% in size
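Luminescent ATP detection (Kinase-Glo Plus) follows a 60-minute room-temperature incubation, with wells lacking PGK as controls. Buffer: 100 mM TEA (pH 7.6), 5 mM MgCl2, 0.01% Tween-20. Coupling enzyme GAPDH (100 nM final) supplies unstable 1,3-BPG in-well.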
GLS inhibitor: inhibitors of human glutaminase (GLS) | Potency, µM (doses to about 45.5 µM), for inactives: top-dose activity change, negative = inhibition, usual class: inhibitors | hit rate 0.21% among 410,000 | O94925 | GLS enzymatic activity, qHTS titration | AID 624170; further: potency means the concentration at half of the fitted maximal effect; on the % scale 0 is the no-effect control and ±100 the full control effect
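Human kidney-isoform GLS in 45 mM KH2PO4 pH 8.2, 0.02% Tween-20, with compound, started with 1mM L-Glutamine (added stock). Glutamate oxidase/HRP/Amplex red coupled fluorescence read at start and after 30 min at RT.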
The depositor's hits bear a star; i = inactive; ? = inconclusive; . = not tested or not shown; & = joins results of further samples; ! = not confirmed by another sample; [ ] = remark or other dose. Unless noted, the call rests on the fitted dose curve; in most records, active means well fitted curve in the direction sought with a large enough effect; inconclusive means small, poorly fitted or top-dose-only effect, or another doubt; inactive means no such curve, though single readings can be large; an effect the other way counts as inactive or inconclusive.

1: C=CCN1CC[C@@]2(C)c3cc(O)ccc3CC1[C@@H]2C
2: O=C1CN=C(c2ccccc2)c2oc3ccc(Br)cc3c2N1
3: Clc1ccccc1C1NCc2ccccc2-n2cccc21 (stereo not drawn)
4: Cc1ccnc(-n2c(C)cc(C=C3C(=O)N(C)C(=S)N(C)C3=O)c2C)c1
5: O=C1NC(=O)C(=Cc2ccc(-c3cc(Cl)ccc3[N+](=O)[O-])o2)C(=O)N1
6: CN1C(=O)/C(=C\c2ccc(N3CCCCCC3)cc2)C(=O)NC1=S
7: COC(=O)C(O)(c1ccc(NC(=O)c2ccccc2)cc1)C(F)(F)F (stereo not drawn)
8: CCC(=NCCCn1ccnc1)c1c(O)n(Cc2ccccc2)c(=O)[nH]c1=O
9: CCCCCCC(N)CC(=O)O (stereo not drawn)
10: CC(C)(C)c1ccccc1O

assay / entry,1,2,3,4,5,6,7,8,9,10
PI4K2A block,-2,0,4,-3,-14,-3,-2,-16,-2,0
PGK inhibitor,i,-7%,-6%,-1%,-5%,-6%,3%,-4%,10%,0%
G9a block,45µM*!,20%[59 µM],?,32µM*,4µM*,28µM*,8%,-32%,-9%[59 µM],-6%[0.501 µM]
Pol eta inh,-2%[57.1 µM],-11%,-19%,8%,?,-11%,-25%,-6%,-6%,-17%
JMJD2A Tudor inh,-24%,-10%,?,?,25µM*,?,2%,-23%,-4%,-14%
HP1b binding inh,29%,12%,1%,?,?,-3%,36%,14%,9%,22%
Pin1 inh,1%,3%,-3%,?,38%[activator],33%[activator],1%,-4%,-7%,-10%
BAZ2B block,2%,-5%,?,?,45µM*,?,-1%,-38%,-2%,3%
GLS inhibitor,45%[activator],-4%,4%,?,?,0%,1%,-5%,15%,19%

11: CNCCc1ccc(O)c(O)c1
12: Cc1ccc(CNS(=O)(=O)c2cc3c(cc2C)N(C)CCO3)cc1
13: NS(=O)(=O)c1ccc(N=Nc2c(O)[nH]c(=S)[nH]c2=O)cc1
14: CN1CCN(C(=O)COc2ccc(-c3nc4ccccc4s3)cc2)CC1
15: O=C(Cn1cc(C(=O)c2ccccc2)c2ccccc21)Nc1ccc(Br)cc1
16: COc1ccc(CN2C(=O)NC(=O)/C(=C\c3cccc(OC)c3OC)C2=O)cc1
17: Nc1ccc(CCN2CCN(c3cccc(C(F)(F)F)c3)CC2)cc1
18: CCN(CC)CCCN=Cc1c(O)n(CCc2ccc(OC)c(OC)c2)c(=O)[nH]c1=O
19: CN1C(=O)CN=C(c2ccc(Cl)cc2)c2cc(Cl)ccc21
20: COc1ccc(NC(=O)CN2C3CCC2CC(O)(c2cccnc2)C3)cc1OC (stereo not drawn)

assay / entry,11,12,13,14,15,16,17,18,19,20
PI4K2A block,0&-5,0&-3,2,-1,-1,-19,5&-2,1,1,9
PGK inhibitor,-9%,5%,-3%,-7%,-3%,4%,-10%,-6%,-7%,2%
G9a block,32µM*,-14%[59 µM],.,-27%[59 µM],13%[59 µM],?,40µM*,-6%,?,-5%
Pol eta inh,-6%[57.1 µM],-25%&-6%,-13%,11%,5%,14%,-3%[57.1 µM],-7%,-4%,4%
JMJD2A Tudor inh,-11%,-33%&-13%,1%,-20%,4%,56µM*,?,-16%,-19%,-12%
HP1b binding inh,?,12%&7%,22%,28%,21%,11%,-2%,30%,30%,43%
Pin1 inh,3%,-3%&8%,-9%,9%,17%,12%,-11%,5%,2%,0%
BAZ2B block,.,?,-15%,3%,3%,?,.,9%,-24%,7%
GLS inhibitor,12%,33%&5%[activator],6%,-3%,1%,-8%,1%,-2%,3%,3%

Part of the list above in order of heavy-atom count, smallest number first.
13: NS(=O)(=O)c1ccc(N=Nc2c(O)[nH]c(=S)[nH]c2=O)cc1
15: O=C(Cn1cc(C(=O)c2ccccc2)c2ccccc21)Nc1ccc(Br)cc1
18: CCN(CC)CCCN=Cc1c(O)n(CCc2ccc(OC)c(OC)c2)c(=O)[nH]c1=O

assay / entry,13,15,18
PI4K2A block,2,-1,1
PGK inhibitor,-3%,-3%,-6%
G9a block,.,13%[59 µM],-6%
Pol eta inh,-13%,5%,-7%
JMJD2A Tudor inh,1%,4%,-16%
HP1b binding inh,22%,21%,30%
Pin1 inh,-9%,17%,5%
BAZ2B block,-15%,3%,9%
GLS inhibitor,6%,1%,-2%

The results go on.
21: S=c1nc(-c2ccccc2)n(-c2ccccc2)[nH]1
22: Cc1ccccc1-n1c(O)c(/C=N/NC(=O)c2ccccc2O)c(=O)[nH]c1=S
23: N=C1c2ccccc2CN1CC(=O)c1ccccc1
24: Cn1nnc(CC[N+](C)(C)C)n1
25: Cc1ccc(-c2cc(-c3ccc(C)cc3)[n+](-c3ccc(C(=O)[O-])cc3)c(-c3ccc(C)cc3)c2)cc1
26: CCOC(=O)c1cc(CC)sc1/N=C/C1C(=O)NC(=S)NC1=O
27: O=S1(=O)CC2(N3CCOCC3)CCCCCCC21 (stereo not drawn)
28: CCN1C[C@]2(OC(=O)c3ccccc3NC(C)=O)CCC(OC)C34C5C[C@H]6C(OC)[C@]5(O)[C@](O)(C[C@@H]6OC)C(C[C@@H]32)[C@H]14 (stereo partly drawn)
29: CN(C)c1ccc(C(=O)N/N=C/C23CC[C@@H](O)CC2(O)CC[C@@H]2[C@@H]3CCC3(C)C(C4=CC(=O)OC4)CCC23O)cc1 (stereo partly drawn)
30: O=C(CSc1oc(-c2ccccc2)nc1S(=O)(=O)c1ccc(Cl)cc1)Nc1ccc(F)cc1

assay / entry,21,22,23,24,25,26,27,28,29,30
PI4K2A block,-8,2,-19,0,-4,-10,1,3,0,0
PGK inhibitor,i,-2%,-8%,-7%,8%,-9%,-9%,-1%,1%,-7%
G9a block,2.8µM*,32%[59 µM],-2%[59 µM],-37%,9%[2.33 µM],45µM*,-20%,6%,13%,?
Pol eta inh,1%,-19%,-7%,-14%,0%,-15%,-7%,-1%,-12%,9%
JMJD2A Tudor inh,3.5µM*,-28%[11.4 µM],-6%,-7%,-23%,-14%,-15%,-9%,-13%,7%
HP1b binding inh,-9%,-8%,18%,18%,0%,9%,14%,-13%,50%[activator],34%
Pin1 inh,5%,16%,3%,-10%,-1%,?,2%,-9%,-4%,1%
BAZ2B block,-14%,45µM*,-2%,-1%,-33%,.,-23%,-15%,4%,1%
GLS inhibitor,-16%,?,3%,1%,15%,-1%,-5%,-7%,24%,-5%

31: COc1ccc(NC2CC(=O)N(C(C)C)C2=O)cc1 (stereo not drawn)
32: O=[N+]([O-])c1cccc(NP(=O)(Oc2ccccc2)Oc2ccccc2)c1
33: CCn1c(C(=O)N2CCC(C(=O)N3CCC4(CC3)OCCO4)CC2)cc2sccc21
34: CCCCn1c(C)c(C(=O)OCC)c2c(CN3CCOCC3)c(O)ccc21
35: Cn1c(O)c(C=Nc2ccc(F)cc2)c(=O)[nH]c1=O
36: Cc1cccc(N2C(=O)NC(=O)/C(=C\c3cnc(-c4ccccc4)nc3)C2=O)c1
37: CCCOC(=O)COc1cc(C)cc2oc(=O)c3c(c12)CCC3
38: COc1ccc(N2C(=O)CC(=O)NC2=O)cc1
39: COC(=O)C1=C(c2ccc(Cl)c(C(F)(F)F)c2)C[C@@H]2CC[C@H]1N2C(=O)NCCOc1ccccc1
40: COC(=O)C1=C(c2cc3ccccc3o2)C[C@@H]2CC[C@H]1N2C(=O)NCCO

assay / entry,31,32,33,34,35,36,37,38,39,40
PI4K2A block,10,-8,-2,5,-5,-5,6,-7,0,-1
PGK inhibitor,-10%,0%,-4%,-9%,-3%,i,.,i,6%,-2%
G9a block,22µM*,-12%,-4%,?,-46%,7.1µM*,7%[59 µM],-42%[59 µM],-7%[2.33 µM],.
Pol eta inh,-17%,-15%,-2%,-10%,-2%,-17%,-6%,-6%,-25%,-16%
JMJD2A Tudor inh,-20%,?,-1%,?,-11%,?,-12%,-5%,-6%,-6%
HP1b binding inh,27%,-13%,27%,-9%,26%,11%,73%[activator],30%,42%[activator],34%
Pin1 inh,-2%,-14%,-6%,-3%,21%,?,0%,22%,0%,1%
BAZ2B block,-27%,-19%,-19%,-38%,4%,-3%,0%,-27%,6%,.
GLS inhibitor,6%,11%,0%,21%,1%,1%,-8%,-9%,-2%,4%

41: CC(=O)c1ccc(-c2ccccc2)cc1
42: Cc1cccc(NC2=NCCCS2)c1
43: CC1=C(O)C(=O)C=C2C1=CC=C1C2(C)CCC2(C)C3CC(C)(C(=O)O)CCC3(C)CCC12C (stereo not drawn)
44: O=C(Cn1cc(C(=O)c2ccccc2F)c2ccccc21)NC1CC1
45: COc1cc(/C=C2\C(=O)NC(=O)N(c3ccccc3)C2=O)cc(OC)c1OC
46: O=C(c1cc2cc(Cl)ccc2[nH]1)N1CCC2(CC1)OCCO2

assay / entry,41,42,43,44,45,46
PI4K2A block,-11,-3,-27,3,-11,1
PGK inhibitor,.,-4%,-5%,-5%,i,-2%
G9a block,11%[59 µM],1%[59 µM],.,4%,?,21%[0.0925 µM]
Pol eta inh,-18%,-19%,7.9µM*,-17%,6%,3%
JMJD2A Tudor inh,28%,-8%,20µM*,-3%,-25%,-20%
HP1b binding inh,36%,27%,?,37%,18%,21%
Pin1 inh,3%,-1%,?,2%,-2%,23%
BAZ2B block,7%,0%,.,4%,-37%,-27%
GLS inhibitor,3%,-16%,?,-6%,0%,3%

The list is partial; rates above refer to the full screens.
